Nrf2 ARE act: qHTS of Nrf2 Activators. AREc32 ARE-luciferase reporter (MCF7-derived line), luminescence, 24 h. Potency, µM (series often up to 46.1 µM), for inactives: top-dose activation, most hits filed as activators. actives 0.31% (n = 410,000). AID 624171, 2012; note: potency is the fitted concentration of half-maximal effect; % of control where 0% means no effect; nearly all actives have a fitted effect of over 65% in size
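For detection, Steady-Glo was added and plates sat 30 min at RT; before that, AREc32_Fluc cells grown overnight in OPTI-MEM/5% FBS had been treated with 23 nL compound for 24 hr at 37 deg C.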
ATXN2 expr inh: Primary qHTS for Inhibitors of ATXN expression; HEK-293 ATXN2-luciferase reporter, luminescence, 24 h; Potency, µM (titrated, usually from 57 µM), for the others: at the top dose activity change, negative = inhibition, most hits filed as inhibitors; actives 0.72% (n = 360,000); note: potency is the fitted concentration of half-maximal effect; % is set by controls: 0 for no effect and ±100 for the full control effect; nearly all actives have a fitted effect of over 55% in size
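ATXN2-luciferase reporter cells (luciferase flanked by upstream and downstream ATXN2 gene portions) were treated 24 h at 37 °C with compounds at up to 57 uM. SteadyGlo luminescence gave expression; GF-AFC fluorescence gave viability.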
IL-2 act: qHTS of IL-2 Activators. IL-2 activation reporter assay, cell-based qHTS; stimulated with anti-CD3/CD4/CD28 beads; in transgenic mouse T cells. activation, % (series mostly up to about 46 µM). actives 0.065% (n = 360,000). AID 652025, 2013; in the data active = activation above about 50%; inconclusive = mostly about 30% to 49%; note: 0% is about no effect
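Readout: EGFP and DsRed signals by fluorescent plate cytometry. Unstimulated transgenic mouse T cells received compound 60 min before antibody-bead stimulation, then incubated 18 h at 37 degrees C.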
EPAC2 agonist: qHTS for Agonist of cAMP-regulated guanine nucleotide exchange factor 4 (EPAC2): primary screen; Rap guanine nucleotide exchange factor 4 (Homo sapiens), Q8WZA2; actives 0.079% (n = 360,000); EPAC2 activation, biochemical qHTS; response scale: 100% = 6.5 mM cAMP response; Potency, µM (doses to about 154 µM), for the others: at the top dose activation, usual class: activators; note: potency is the fitted concentration of half-maximal effect; nearly all actives have a fitted effect of over 50% in size
Target sequence (Q8WZA2 whole entry, looked up): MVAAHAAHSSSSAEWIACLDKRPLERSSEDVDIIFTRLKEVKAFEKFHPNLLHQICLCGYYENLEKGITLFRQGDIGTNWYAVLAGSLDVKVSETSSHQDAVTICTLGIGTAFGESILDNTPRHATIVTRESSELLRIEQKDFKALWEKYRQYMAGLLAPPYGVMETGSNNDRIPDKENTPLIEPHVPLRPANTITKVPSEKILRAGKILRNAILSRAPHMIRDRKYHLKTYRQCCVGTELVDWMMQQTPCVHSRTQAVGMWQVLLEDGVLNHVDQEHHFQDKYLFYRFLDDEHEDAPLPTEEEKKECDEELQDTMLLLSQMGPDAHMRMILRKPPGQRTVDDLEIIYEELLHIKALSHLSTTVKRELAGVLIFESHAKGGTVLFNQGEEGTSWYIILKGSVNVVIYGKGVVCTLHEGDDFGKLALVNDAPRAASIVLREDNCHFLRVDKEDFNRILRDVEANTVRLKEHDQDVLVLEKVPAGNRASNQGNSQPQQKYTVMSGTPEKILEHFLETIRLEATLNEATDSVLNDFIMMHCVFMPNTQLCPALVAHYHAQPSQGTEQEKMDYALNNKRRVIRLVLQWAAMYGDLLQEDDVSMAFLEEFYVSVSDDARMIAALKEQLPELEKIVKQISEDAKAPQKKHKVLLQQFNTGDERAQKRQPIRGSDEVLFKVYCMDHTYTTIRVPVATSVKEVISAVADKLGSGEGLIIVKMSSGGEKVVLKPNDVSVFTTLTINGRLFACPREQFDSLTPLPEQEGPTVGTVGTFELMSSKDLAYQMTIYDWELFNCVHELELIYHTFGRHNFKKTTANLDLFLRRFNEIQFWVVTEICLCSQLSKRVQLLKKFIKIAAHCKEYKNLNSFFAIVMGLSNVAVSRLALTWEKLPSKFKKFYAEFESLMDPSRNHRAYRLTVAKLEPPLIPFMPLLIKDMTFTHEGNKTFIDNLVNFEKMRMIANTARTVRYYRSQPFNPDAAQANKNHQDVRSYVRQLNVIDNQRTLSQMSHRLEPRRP
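Setup: EPAC2 100 nM, labeled Rap1B complex 250 nM, free GDP 50 uM. Compound titrations pinned in, brief spin, 5 min room temperature incubation. Kinetic fluorescence read over 30 min, normalized to 6.5 mM cAMP.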
HepG2 viability: qHTS for Inhibitors of TGF-b: Cytotox Counterscreen; AID 588856, 2011; Potency, µM (series often up to 46.1 µM), for inactives: at the highest dose activity change, negative = cytotoxicity, usual class: cytotoxic; actives 0.76% (n = 410,000); HepG2 CAGA-GFP viability, ATP luminescence, 18 h; note: potency is the fitted concentration of half-maximal effect; some results filed as inactive show a strong effect at the top dose
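CellTiter-Glo luminescence gave cytotoxicity after 18 hours at 37 degrees C. The cells were HepG2 CAGA-GFP in 1% FBS DMEM, stimulated with 500 pg/mL TGF-beta after compound addition. %Activity was normalised to no-cell wells (complete cell-killing) and DMSO (no toxicity), and curves were fitted and classified.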
A549 tox: Nrf2 qHTS screen for inhibitors: counterscreen for cytotoxicity. A549 ARE-Fluc cells, CellTiter-Fluor viability, 18-24 h. actives 0.16% (n = 390,000). Potency, µM (top dose mostly 46 µM), without a hit: at the highest dose activity change, negative = cytotoxicity, most hits filed as inhibitors; note: potency is the fitted concentration of half-maximal effect; % is set by controls: 0 for no effect and ±100 for the full control effect
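Cytotoxicity counterscreen: CellTiter-Fluor fluorescence was measured in A549 ARE_Fluc cells after 18-24 h of compound exposure in a concentration series. The subsequent BugLite luminescent read reports ARE-luciferase activity.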
TGFb SMAD3 inh: qHTS for Inhibitors of TGF-b | AID 588855, 2011 | actives 1.2% (n = 410,000) | Potency, µM (doses to about 46.1 µM), for the others: top-dose activity, negative = inhibition, hits mostly inhibitors | HepG2 CAGA-GFP TGF-b/SMAD3 reporter, GFP fluorescence, 18 h; TGF-beta stimulated, 500 pg/mL final; note: potency is the fitted concentration of half-maximal effect; % is set by controls: 0 for no effect and ±100 for the full control effect; nearly all actives have a fitted effect of over 65% in size
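Per well, imaged GFP fluorescence of HEPG2 CAGA-GFP cells gives the signal; cells get compound, then TGF-beta (500 pg/mL final), 18 h at 37 degrees C; %Activity versus -TGF-beta and +DMSO controls.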
ATXN viability: Viability Counterscreen for Primary qHTS for Inhibitors of ATXN expression; S2 cells (HEK-293 line with an ATXN2-luciferase reporter) viability, CellTiter-Fluor protease fluorescence, 24 h; AID 651635, 2014; actives 0.49% (n = 400,000); Potency, µM (titrated, usually from 56.7 µM), actives largely listed as cytotoxic; note: potency is the fitted concentration of half-maximal effect; nearly all actives have a fitted effect of over 40% in size
Nrf2 inh: Nrf2 qHTS screen for inhibitors. Potency, µM (titrated, usually from 46 µM), for the others: top-dose activity change, negative = inhibition, usual class: inhibitors. actives 2.1% (n = 360,000). A549 ARE-Fluc reporter, luciferase luminescence, 18-24 h. AID 504444, 2011; note: potency is the fitted concentration of half-maximal effect; % is set by controls: 0 for no effect and ±100 for the full control effect; nearly all actives have a fitted effect of over 60% in size
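Nrf2 activity is the BugLite luminescence, read 15 min after reagent at room temperature, following CellTiter-Fluor cytotoxicity readout (30 min, 37C). Compound titrations were applied for 18-24 h to 5000 A549 ARE_Fluc cells/well in 5% FBS OPTI-MEM.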
* marks the source's active call; other numbers are inactive results; i = inactive; ? = inconclusive; nt = not tested or not shown; [ ] = remark or other dose. Unless noted, calls come from the whole dose curve; as a rule, active = well fitted curve in the direction sought with a large enough effect; inconclusive = small, poorly fitted or top-dose-only effect, or another doubt; inactive = no such curve, though single readings can be large; an effect the other way counts as inactive or inconclusive.

SMILES	Nrf2 ARE act	ATXN2 expr inh	IL-2 act	EPAC2 agonist	HepG2 viability	A549 tox	TGFb SMAD3 inh	ATXN viability	Nrf2 inh
O=C(CCl)N(C/C=C/c1ccccc1)c1ccc2c(c1)OCCO2	?	1.3µM*	-7.3	-2%	-2%	-2%	?	1.3µM*	?
COc1cccc(CC2(CO)CCCN(Cc3[nH]c4ccc(C)cc4c3C)C2)c1 (stereo not drawn)	-2.4%	25µM*	-1.5	2%	-90%	?	?	?	?
CCn1cc(CN2CCC(n3nccc3NC(=O)c3ccccc3OC)CC2)cn1	-1.0%	nt	-1.0	4%	1%	0%	-1%	i	16%
COc1ccc(N2CCN(Cc3cc4c(cc3O)CCC4)CC2)cc1	-0.1%	-21%	1.6	13%	-22%	-2%	-21%	?	?
Cc1ccccc1NC(=O)Nc1ccccc1Br	0.2%	-2%	5.0	5%	0%	3%	0%	i	-5%
c1ccc(Nc2ncnc3sc4c(c23)CCC4)cc1	0.8%	3%	-1.6	-7%	-7%	-2%	-18%	i	?
C[C@H](O)[C@@H]1CN2CCc3c([nH]c4ccccc34)[C@@H]2C[C@@H]1N(C)C(=O)Nc1ccccc1	0.5%	4%	-1.6	16%	-21%	nt	?	i	nt
COCCN(Cc1cc2cc(C)ccc2n2nnnc12)C(=S)Nc1ccccc1C	-0.2%	nt	-0.7	2%	-12%	14%	-4%	i	13%
CCOc1cc(/C=C2\C(=N)N3N=CSC3=NC2=O)ccc1OS(=O)(=O)c1ccccc1	2.0%	-9%	-0.4	6%	-10%	1%	8%	i	-11%
CCCCOc1cccc(C2c3c(oc4ccccc4c3=O)C(=O)N2c2ccccn2)c1 (stereo not drawn)	0.2%	nt	nt	nt	-3%	-3%	-1%	nt	5%
Cc1ncc(CO)c2c1OC(C)(C)OC2	-0.1%	-4%	-3.2	-5%	-14%	0%	-29%	i	-16%
CCC(=O)N1CCc2cc(CNS(=O)(=O)c3ccc(Cl)s3)ccc21	4.8%	nt	nt	nt	-30%	-9%	?	nt	nt
CCOC(=O)CSc1ncc(-c2ccc([N+](=O)[O-])cc2)[nH]1	-0.5%	4%	0.2	2%	-4%	0%	?	i	-5%
CC(C)NC(=O)C1CCCN(S(C)(=O)=O)C1 (stereo not drawn)	0.0%	11%	1.8	4%	-26%	-2%	-3%	i	-4%
Cc1cc(C(=O)N2CCCC(C(=O)c3ccc4ccccc4c3)C2)nn1C (stereo not drawn)	2.4%	-28%	0.1	8%	-13%	-12%	-24%	i	0%
C=CCn1c(SCC(=O)Nc2ccc3c(c2)OCO3)nnc1-c1cc(Br)ccc1O	2.1%	-18%	-0.3	12%	-10%	-3%	-29%	i	-20%
CC(C)CCn1c(=S)[nH]c2ncccc2c1=O	2.9%	2%	1.0	-7%	6%	9%	-14%	i	26%
CSc1ccc(CCNC(=O)c2ccc(CS(=O)Cc3ccccc3Cl)o2)cc1 (stereo not drawn)	0.3%	-33%	-0.5	1%	-7%	-2%	-30%	i	-1%
CC(C)(C)c1cc(NC(=O)c2ccco2)no1	3.3%	-21%	-0.5	-3%	-17%	-1%	0%	i	?
CN(CC(=O)Nc1ccccc1Cl)C(=O)COC(=O)CSc1ccc(Cl)cc1	-0.3%	1%	0.7	10%	-24%	1%	24%	i	-8%
O=S(=O)(c1ccccc1)N1CCC(O)(CN2CCN(c3ccccc3)CC2)CC1	-0.6%	4%	-3.2	-7%	-1%	3%	0%	i	8%
O=C(CN1CCN(c2cnn(-c3ccccc3)c(=O)c2Cl)CC1)NC1CCS(=O)(=O)C1 (stereo not drawn)	-0.2%	-1%	3.3	-3%	5%	-11%	-8%	i	-9%
COc1ccc(N=c2nc(-c3ccc(C)cc3)n(-c3ccccc3)s2)cc1	nt	nt	nt	nt	-62%	?	3.2µM*	nt	?
Cc1ccc(-c2[nH]c3cc(C(N)=O)ccc3c(=O)c2O)cc1	6.3%	35%[activator]	0.0	20%	-27%	2%	-24%	i	9%
Cc1ccc(S(=O)(=O)N(C)c2ccc(C(=O)N(C)Cc3nc4ccccc4c(=O)[nH]3)cc2)cc1	2.1%	2%	-0.9	-1%	-5%	7%	-29%	i	-9%
COc1cccc(-c2nc(N3CCC(C)CC3)c3ccccc3n2)c1O	5.5%	-19%	-0.7	2%	6%	-22%	?	i	?
COn1c(=O)c(-c2ccc(Cl)cc2)[n+]([O-])c2ccccc21	3.1%	1%	-2.4	12%	-3%	5%	-22%	i	8%
Cc1cc(=O)oc2cc3c(cc12)OCCN3	-0.3%	6%	1.0	-8%	8%	?	-14%	nt	-6%
COCc1cc(/C=N\NC(=O)COc2ccccc2)ccc1OC	-0.1%	-11%	-1.9	15%	2%	1%	7%	i	2%
COc1ccc(S(=O)(=O)N2CCN(C)CC2)cn1	-0.3%	-4%	-2.7	4%	-55%	-6%	3%	i	-6%
Cc1ccc(CN2CN(S(=O)(=O)c3cccs3)c3nc4ccccc4nc32)cc1	1.9%	24%	-0.1	12%[15.6 µM]	-5%	-7%	-3%	i	2%
CCC1(CC)NC(=S)NC1=S	-0.8%	-8%	-0.7	-1%	5%	-8%	1%	i	-3%
CCC(=O)c1ccc(OCC(=O)c2ccc3c(c2)NC(=O)CO3)cc1	-0.7%	8%	1.5	-11%	2%	0%	2%	i	6%
COC(=O)c1ccc(OC)c(CN2C(=O)N(c3ccc(C(C)=O)cc3)S(=O)(=O)c3ccccc32)c1	-1.1%	-9%	nt	nt	4%	?	-28%	i	nt
Cc1nn(-c2ccc3nnc(C)n3n2)c(C)c1CCC(=O)Nc1ccc(OC(F)(F)F)cc1	-0.3%	nt	nt	nt	-16%	2%	-2%	nt	nt
CCOc1ccc(CNC(=O)c2ccc3c(c2)nc2n3CCOC2)cc1OC	0.1%	nt	nt	nt	-6%	3%	1%	nt	nt
Cc1cccc(N2C(=O)N3[C@H]4c5ccccc5OC[C@@H]4[C@@H](c4ccccc4)[C@@]3(C)C2=O)c1	-0.5%	-2%	-0.8	7%	6%	2%	3%	i	3%
O=C1c2ccccc2S(=O)N1c1cccc(F)c1 (stereo not drawn)	0.3%	1%	-3.9	10%	-4%	nt	7%	i	nt
O=C(c1ccccc1)N1CCN(CC2CC=CCC2)CC1 (stereo not drawn)	0.2%	0%	-3.4	-7%	5%	0%	10%	i	-11%
CCNCc1cc([N+](=O)[O-])ccc1OCC	0.3%	nt	-0.4	15%	-36%	-17%	-10%	i	?
CCOC(=O)c1c(/N=C/c2ccc(C)cc2O)sc2c1CCC2	6.3%	1%	-0.5	1%	-16%	7%	-17%	i	-8%
Oc1ccccc1/C=N/Nc1cc(N2CCCC2)nc(N2CCCC2)n1	8.0%	-17%	0.0	19%	-57%	?	-25%	?	?
Cc1ccc(CC(=O)OCC(=O)c2ccc[nH]2)cc1C	3.1%	3%	-2.1	11%	-4%	-8%	1%	i	-8%
O=S(=O)(Nc1cccc(Cl)c1)c1cccc(-n2cnnn2)c1	-0.1%	6%	-0.3	3%	-17%	1%	?	i	-17%
Cc1ccc(CNC(=O)c2ccc(N3CCC4(CC3)CC(c3ccccc3)=NO4)c(NC(=O)c3ccco3)c2)cc1	0.2%	6%	-0.2	3%	-13%	-9%	-20%	i	-4%
CSC1=NSC2=NC(=O)/C(=C/c3coc4ccccc4c3=O)C(=N)N12	26%	-17%	-1.2	89µM*	-30%	2%	11%	i	-2%
CCOC(=O)c1sc(NC(=O)c2cccc(S(=O)(=O)N3CCc4ccccc43)c2)c(C#N)c1C	0.5%	?	-4.1	-5%	-27%	?	?	i	5.8µM*
CC(C)OP(=O)(OC(C)C)C(C)NC(=O)Cc1ccccc1 (stereo not drawn)	-0.3%	0%	-0.1	6%	0%	0%	1%	i	16%
O=C(NC(=S)Nc1cc(Cl)ccc1O)c1cccc(Br)c1	?	nt	-2.4	-3%	-41%	-1%	10µM*	i	?
Cc1cc(OC(=O)c2ccccc2)c([N+](=O)[O-])c(=O)[nH]1	-0.8%	nt	-4.0	-2%	1%	-14%	-4%	i	6%
Cc1noc(C(=O)Nc2ccc(F)c(Cl)c2)c1Cl	13%	34%	0.2	-4%	-7%	-9%	4%	i	?
C=CCNc1nc2c(c(=O)[nH]c(=O)n2C)n1CCOc1ccccc1	2.5%	12%	-0.2	-1%	-5%	-1%	13%	i	-7%
COc1ccc(NC(C)=O)cc1S(=O)(=O)Nc1ccccc1C(=O)N1CCCC1	0.3%	-9%	0.7	8%	-33%	1%	14%	i	-3%
CCn1c(C)nc2cc(C(=O)NNC(=S)Nc3ccccc3Cl)ccc21	3.3%	42%[activator]	-1.1	1%	-7%	-1%	-6%	i	-8%
COC(=O)/C(C#N)=C/c1c(N2CCCCCC2)nc2ccccn2c1=O	0.4%	-2%	0.6	16%	-1%	-16%	10%	i	1%

One compound at a time, from the list above. Order of screens: Nrf2 ARE act	ATXN2 expr inh	IL-2 act	EPAC2 agonist	HepG2 viability	A549 tox	TGFb SMAD3 inh	ATXN viability	Nrf2 inh
Cc1noc(C(=O)Nc2ccc(F)c(Cl)c2)c1Cl is listed as 13%	34%	0.2	-4%	-7%	-9%	4%	i	?
Oc1ccccc1/C=N/Nc1cc(N2CCCC2)nc(N2CCCC2)n1 is listed as 8.0%	-17%	0.0	19%	-57%	?	-25%	?	?
COC(=O)/C(C#N)=C/c1c(N2CCCCCC2)nc2ccccn2c1=O is listed as 0.4%	-2%	0.6	16%	-1%	-16%	10%	i	1%
